GRK2 inh – compounds blocking aptamer binding on GRK2 – biochemical, human GRK2, bead flow cytometry, HTS, primary screen | Beta-adrenergic receptor kinase 1 (Homo sapiens), P25098 | FAM-aptamer displacement from GRK2 | inhibition of aptamer binding, % at 10 µM | 330,000 tested, 0.59% active | AID 488847, 2010;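 active = inhibition of aptamer binding above 40%, roughly 3 SD of noise, on plates passing a quality check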;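 also: median bead fluorescence of bound FAM aptamer so fluorescent compounds give negative values; no value below 0 was filed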
Bcl-xL primary – inhibitors of human Bcl-xL, primary screen, biochemical, fluorescence polarization, HTS; Bcl-2-like protein 1 (Homo sapiens), Q07817; GST-Bcl-xL / FITC-Bim BH3 peptide fluorescence polarization; inhibition, % at 10.9 µM; 320,000 tested, 0.7% active;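 active = inhibition above the mean of all tested compounds plus 3 SD, cutoff set per campaign, cut at about 30% in these data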;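 also: 0% = DMSO wells and 100% = unlabeled Bim-BH3 peptide competitor; inhibitors lower millipolarization by displacing the labeled peptide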
Target sequence (Q07817 whole entry, looked up): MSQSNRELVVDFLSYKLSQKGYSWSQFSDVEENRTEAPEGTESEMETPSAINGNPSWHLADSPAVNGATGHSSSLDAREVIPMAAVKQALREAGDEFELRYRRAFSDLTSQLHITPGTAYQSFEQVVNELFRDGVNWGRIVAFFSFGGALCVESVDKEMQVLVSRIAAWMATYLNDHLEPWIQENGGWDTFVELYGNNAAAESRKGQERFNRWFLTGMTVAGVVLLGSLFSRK
Fam108B counter – mouse Fam108B serine hydrolase inhibitors, primary screen, counter-screen for RBBP9 inhibitor project, biochemical, fluorescence polarization | recombinant Fam108B, FP-Rh probe fluorescence polarization | inhibition, % at 9.51 µM | 300,000 tested, 0.33% active | AID 1947, 2009;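 active = inhibition above the screen mean inhibition plus 3 SD, computed separately per campaign, cut at about 18% in these data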;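 also: inhibitors lower polarization as less probe binds the enzyme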
VLA-4 inh – inhibition in human VLA-4 binding assay, primary screen, VLA-4 allosteric modulator project, MLPCN library, flow cytometry, VLA-4 expressing cells. ligand binding flow cytometry. inhibition, % (about 7 µM as worked out from the volumes in the protocol). 330,000 tested, 0.2% active; in the data active = inhibition above about 50%
MCL1 BIM primary – inhibitors of MCL1 binding to BIM-BH3, primary screen, biochemical, fluorescence polarization | inhibition, % at 10.9 µM | 320,000 tested, 0.68% active | GST-MCL1 / FITC-Bim-BH3 fluorescence polarization | Induced myeloid leukemia cell differentiation protein Mcl-1 (Homo sapiens), Q07820;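 active = inhibition above the mean inhibition of all tested compounds plus 3 SD, set per campaign, cut at about 40% in these data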;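 also: 0% = DMSO wells and 100% = unlabeled Bim-BH3 peptide control; higher means more loss of mP so more displacement of Bim peptide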
Target sequence (Q07820 whole entry, looked up): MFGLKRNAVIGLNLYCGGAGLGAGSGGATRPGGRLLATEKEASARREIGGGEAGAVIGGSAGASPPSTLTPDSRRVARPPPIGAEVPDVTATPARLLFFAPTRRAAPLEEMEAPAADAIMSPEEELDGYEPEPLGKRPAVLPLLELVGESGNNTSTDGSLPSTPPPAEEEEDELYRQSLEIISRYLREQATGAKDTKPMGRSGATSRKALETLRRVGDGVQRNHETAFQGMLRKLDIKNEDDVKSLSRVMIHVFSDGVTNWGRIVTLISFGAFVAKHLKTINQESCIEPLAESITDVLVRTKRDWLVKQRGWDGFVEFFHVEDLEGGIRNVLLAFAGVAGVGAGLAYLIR
GLD-1 TGE inh – GLD-1/TGE RNA complex disruptors, primary screen, biochemical, fluorescence polarization; Female germline-specific tumor suppressor gld-1 (Caenorhabditis elegans), Q17339; purified GLD-1 + fluorescein TGE RNA; inhibition, % at 5.96 µM; 320,000 tested, 0.44% active;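 active = percent inhibition above a per-plate cutoff, the plate mean of test compounds plus 3 SD, cut at about 30% in these data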;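 also: 0% = DMSO wells with GLD-1 and probe and 100% = wells lacking GLD-1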
CIT2 TOR yeast – modulators of CIT2-GFP expression in yeast, primary screen, S. cerevisiae, GFP fusion, multiplex flow cytometry, MLPCN library; S. cerevisiae CIT2-GFP strain, 3 h; 100 means same as DMSO wells; GFP response vs DMSO, % at 10 µM; 320,000 tested, 0.065% active;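 active = GFP response relative to DMSO above a set limit, near the screen mean plus 3 SD, cut at about 150% in these data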;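 also: ratio of well median GFP fluorescence to mean of DMSO wells on the plate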
MEX-5 binding – MEX-5 zinc finger RNA-binding disruptors – biochemical, C. elegans, fluorescence polarization, MLPCN library, primary screen; Zinc finger protein mex-5 (Caenorhabditis elegans), Q9XUB2; MEX-5/FITC-TCR2 RNA binding; active compounds read low; activity score (negative = inhibition of binding), % at 10 µM; 300,000 tested, 0.38% active; AID 1832, 2009;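 active = inhibition past about -25% in most replicates, and total fluorescence under double the plate's negative control median, limit read from the data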;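 also: 0% = DMSO and -100% = 5 µM competing unlabeled TCR2 RNA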
AGP1 TOR yeast – modulators of AGP1-GFP expression in yeast TOR pathway, primary screen, cell-based, multiplex flow cytometry, S. cerevisiae, MLPCN library; 3 h; GFP as percent of DMSO wells; 320,000 tested, 0.02% active; GFP response vs DMSO, % at 10 µM; AID 2066, 2009;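 active = GFP response relative to DMSO above a set limit, near screen average plus 3 SD, cut at about 150% in these data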;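 also: median GFP channel fluorescence of the gated AGP1 strain per well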
An asterisk follows results filed as active; x = not tested or not shown; [ ] = remark or other dose.

Values in the order – GRK2 inh	Bcl-xL primary	Fam108B counter	VLA-4 inh	MCL1 BIM primary	GLD-1 TGE inh	CIT2 TOR yeast	MEX-5 binding	AGP1 TOR yeast
1	CCCCCCCC1(C)NC(=O)N(c2ccccc2)N1 (centres undefined)
  0	7	4	3	5	2	89	2.1	87
2	O=C(O)c1nn(CCOc2cccc(Br)c2)c(=O)c2ccccc12
  0	6	-2	4	-9	-4	102	-3.0	91
3	CCC1=C(OC(=O)N(CC)CC)N2C(=O)OC(=NCCc3c[nH]c4ccccc34)[C@]2(Cc2ccccc2)[C@H]2C1=CC[C@H]1C(=O)N(C)C(=O)[C@H]12
  0	0	0	16	-3	6	73	2.1	86
4	COc1ccc(Cl)cc1NC(=O)C(C)OC(=O)C1=NNC(=O)CC1 (centres undefined)
  0	5	x	3	5	8	91	x	110
5	O=C(c1cc2ccccc2[nH]1)N(Cc1cccnc1)CC1CCCN(C2CCCCC2)C1 (centres undefined)
  0	2	-2	0	-4	-2	115	0.2	112
6	CC(C)c1ccc(NC(=O)C2CCCN(S(=O)(=O)c3ccc4c(c3)C(C)(C)C(=O)N4C)C2)cc1 (centres undefined)
  1	2	-1	13	-6	7	98	1.8	101
7	O=C(c1ccc(N2CCCCC2)c([N+](=O)[O-])c1)N(Cc1ccccc1)c1ccccn1
  1	2	0	5	1	3	96	-1.7	101
8	C=CCn1c(SCc2ccc3c(c2)OCO3)nc2scc(-c3ccco3)c2c1=O
  1	4	1	16	11	3	94	1.5	100
9	COc1ccc(S(=O)(=O)N2CCC(C)CC2)cc1N(C)S(=O)(=O)c1ccccc1
  0	4	-1	-4	6	-2	x	1.5	103
10	O=C(CN1C(=O)NC2(CCOc3ccccc32)C1=O)NCc1ccc(F)cc1 (centres undefined)
  1	8	x	13	6	3	92	x	107
11	CCOC(=O)c1ccc(NC(=O)CC2C(=O)N(c3ccc(F)cc3)C(=O)N2CCC(C)C)cc1 (centres undefined)
  8	3	2	9	5	7	106	0.0	97
12	COc1ccc(C(=O)Nc2cccc(-c3ccc(N4CCOCC4)nn3)c2)cc1
  1	-3	0	18	-8	1	93	0.1	105
13	Cc1cc(C(=O)Nn2cnnc2)cs1
  1	-3	-3	11	2	-1	103	-0.6	101
14	COC(=O)c1cccc(N2C(=O)C(Cl)=C(N3CCOCC3)C2=O)c1
  0	6	-2	11	9	-4	94	2.5	100
15	CCn1c(SCC(N)=O)nnc1-c1ccco1
  2	5	2	-2	11	4	112	0.3	86
16	O=C(CSc1ccccc1C(=O)NCc1ccccc1)NC12CC3CC(CC(C3)C1)C2
  2	11	-1	14	4	8	101	0.9	100
17	CCOC(=O)c1sc2nc(C3CC3)cc(-c3ccc(OC)cc3)c2c1N
  0	-3	1	-6	1	4	121	2.0	107
18	CCCC(=O)OC(C(=O)Nc1cc(C(F)(F)F)ccc1Cl)c1ccccc1 (centres undefined)
  0	-5	10	-17	-11	1	102	2.9	103
19	Nc1nc(SCC(=O)c2cc(F)ccc2F)n[nH]1
  0	0	0	39	-3	-3	95	0.6	101
20	Cc1ccc(CNC(=O)CN(C(=O)N2CCN(C)CC2)S(=O)(=O)c2ccc(C)cc2)cc1
  0	0	2	16	0	4	99	0.3	108

An excerpt from the list above:
Values in the order – GRK2 inh	Bcl-xL primary	Fam108B counter	VLA-4 inh	MCL1 BIM primary	GLD-1 TGE inh	CIT2 TOR yeast	MEX-5 binding	AGP1 TOR yeast
19	Nc1nc(SCC(=O)c2cc(F)ccc2F)n[nH]1
  0	0	0	39	-3	-3	95	0.6	101
20	Cc1ccc(CNC(=O)CN(C(=O)N2CCN(C)CC2)S(=O)(=O)c2ccc(C)cc2)cc1
  0	0	2	16	0	4	99	0.3	108

Next results follow:
Values in the order – GRK2 inh	Bcl-xL primary	Fam108B counter	VLA-4 inh	MCL1 BIM primary	GLD-1 TGE inh	CIT2 TOR yeast	MEX-5 binding	AGP1 TOR yeast
21	Clc1cc(Sc2ccc(Br)cc2)nnc1-c1ccccc1
  1	4	-5	23	2	2	83	-1.3	105
22	O=C(c1ccc(-n2cncn2)c([N+](=O)[O-])c1)N1CCN(S(=O)(=O)c2ccc(Cl)cc2)CC1
  0	1	3	4	-5	-1	104[may fluoresce green]	5.0	107[may fluoresce green]
23	O=P(OC1CCCCC1)(OC1CCCCC1)C(O)c1ccccc1 (centres undefined)
  0	4	3	13	4	3	101	1.8	109
24	O=C(CSc1nnc2c(Cl)cc(Cl)cn12)N1CCOCC1
  4	-6	1	-6	-4	-1	106	-1.1	98
25	Cc1ccc(NC(=O)/C(C#N)=C/c2cn(CC(=O)NCc3ccco3)c3ccccc23)cc1C
  0	-29	-61	-3	-54	-32	90	10	87
26	c1ccc(-n2c(SCc3nc(-c4cccs4)no3)nnc2-c2ccco2)cc1
  0	-7	2	-2	-1	3	x	1.8	94
27	CN1C2Cc3c(n(C)c4ccccc34)C1CC=C2CO (centres undefined)
  2	3	x	19	5	5	102	x	109
28	CC(NC(=O)CCNC(=O)c1ccc(Br)cc1)c1ccc(-n2ccnc2)cc1 (centres undefined)
  1	4	-1	1	0	0	91	2.5	112
29	CCOC(=O)CCNC(=O)N1CCCC(Cc2ccccc2)(C(=O)OCC)C1 (centres undefined)
  4	12	3	-10	35	0	104	1.8	103
30	CCC(=O)Nc1ccc(S(=O)(=O)N2CCc3ccccc32)cc1
  1	-2	-3	17	-3	1	95	2.2	99
31	COc1cc(/C=N/Nc2ccccn2)cc(OC)c1O
  0	10	-7	2	8	0	105	-3.3	97
32	COc1ccc(S(=O)(=O)Nc2cc(C)nn2-c2ccccc2)cc1
  0	-8	1	10	-8	4	103	2.0	101
33	N/C(=N\OC(=O)C1CCCCC1)c1cccc(Br)c1
  1	4	1	13	2	-4	x	0.8	65
34	O=C(O)c1ccc(N=Nc2c(O)[nH]c3cc(Cl)ccc23)cc1
  0	0	2	8	-6	-10	99	1.2	100
35	S=C(NC1CCCCC1)NN(c1ccccc1)c1ccccc1
  2	4	-3	12	8	3	86	-0.7	89
36	CN(/N=C/c1cccc(Br)c1)C1=NS(=O)(=O)c2ccccc21
  0	x	x	25	x	x	93	-0.2	93
37	CCOc1ncccc1C(=O)NCc1ccc(OC)c(OC)c1
  0	3	12	-12	-9	7	110	-0.3	98
38	CCOc1ccc(CC(=NCCO)C2=C(O)CC(C)(C)CC2=O)cc1OCC
  0	3	5	6	1	3	97	1.3	96
39	CCC(C)(C)C1CCc2[nH]nc(C(=O)NCCNC(=O)OC(C)(C)C)c2C1 (centres undefined)
  1	6	-3	-5	1	-5	99	x	88
40	N#Cc1c(-c2ccccc2)cc(-c2ccccc2)nc1Br
  1	1	-6	22	4	3	96	-0.4	96
41	CC(=O)Nc1ccc(S(=O)(=O)NCCS(=O)(=O)N2CCN(c3ccccc3F)CC2)cc1
  1	4	-2	6	3	2	104	-3.1	100
42	O=C1CC2(CCN(C(=O)COc3ccccc3F)CC2)Oc2ccccc21
  1	-1	-2	-3	1	3	100	2.1	103
43	COCCNc1nc(N2CCCCC2)c2cnn(C)c2n1
  0	8	3	20	0	2	102	2.5	107
44	COc1cccc(Nc2ccccc2C(=O)O)c1
  0	5	4	4	8	5	83	1.9	84
45	CC(C)(Oc1ccc(Cl)cc1)C(=O)Nc1ccncc1
  0	1	-4	0	-8	-3	93	0.8	93
46	COc1ccc2nc(NC(=O)CSc3nnnn3C3CCCCC3)sc2c1
  51*	-1	4	12	1	4	97	-1.6	95
47	Cc1oc2c(c1C(=O)N1CCC(C)CC1)C(=O)c1ccccc1C2=O
  0	8	0	12	-4	-2	93	-2.0	98
48	COC(=O)Cc1c(O)ccn(CCc2ccc(S(N)(=O)=O)cc2)c1=O
  3	7	2	-1	4	3	103	0.2	97

In the list so far, 6 contain fluorine:
Values in the order – GRK2 inh	Bcl-xL primary	Fam108B counter	VLA-4 inh	MCL1 BIM primary	GLD-1 TGE inh	CIT2 TOR yeast	MEX-5 binding	AGP1 TOR yeast
10	O=C(CN1C(=O)NC2(CCOc3ccccc32)C1=O)NCc1ccc(F)cc1 (centres undefined)
  1	8	x	13	6	3	92	x	107
11	CCOC(=O)c1ccc(NC(=O)CC2C(=O)N(c3ccc(F)cc3)C(=O)N2CCC(C)C)cc1 (centres undefined)
  8	3	2	9	5	7	106	0.0	97
18	CCCC(=O)OC(C(=O)Nc1cc(C(F)(F)F)ccc1Cl)c1ccccc1 (centres undefined)
  0	-5	10	-17	-11	1	102	2.9	103
19	Nc1nc(SCC(=O)c2cc(F)ccc2F)n[nH]1
  0	0	0	39	-3	-3	95	0.6	101
41	CC(=O)Nc1ccc(S(=O)(=O)NCCS(=O)(=O)N2CCN(c3ccccc3F)CC2)cc1
  1	4	-2	6	3	2	104	-3.1	100
42	O=C1CC2(CCN(C(=O)COc3ccccc3F)CC2)Oc2ccccc21
  1	-1	-2	-3	1	3	100	2.1	103

Source: PubChem BioAssay (several laboratories)
